Source: PubChem BioAssay (National Center for Advancing Translational Sciences (NCATS))
GPT2 inhibitor: inhibitors of human GPT2 alanine aminotransferase. Q8TD30. Recombinant GPT2, coupled pyruvate oxidase/HRP Amplex Red fluorescence. Potency, µM (highest dose often 57.7 µM), for inactives: at the top dose activity change, negative = inhibition, most hits filed as inhibitors. actives 0.25% (n = 100,000); also: potency is read from the fitted curve at half-maximal effect; nearly all actives have a fitted effect of over 60% in size; many of its hits are not listed in these tables
Target sequence (Q8TD30 whole entry, looked up): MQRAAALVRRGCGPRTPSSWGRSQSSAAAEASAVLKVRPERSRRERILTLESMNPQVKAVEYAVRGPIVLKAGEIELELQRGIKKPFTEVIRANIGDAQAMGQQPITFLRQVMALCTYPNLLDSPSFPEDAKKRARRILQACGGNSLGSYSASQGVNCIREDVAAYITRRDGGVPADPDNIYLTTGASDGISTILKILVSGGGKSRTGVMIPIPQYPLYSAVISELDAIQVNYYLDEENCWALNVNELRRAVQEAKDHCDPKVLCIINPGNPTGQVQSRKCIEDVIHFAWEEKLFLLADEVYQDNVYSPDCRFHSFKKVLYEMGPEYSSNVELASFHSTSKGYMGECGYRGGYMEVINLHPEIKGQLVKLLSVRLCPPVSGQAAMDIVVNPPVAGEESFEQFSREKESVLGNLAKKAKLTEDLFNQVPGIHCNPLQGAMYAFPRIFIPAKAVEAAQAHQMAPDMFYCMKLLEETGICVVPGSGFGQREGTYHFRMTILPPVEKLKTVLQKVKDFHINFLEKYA
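Recombinant GPT2 (10ng/uL) with 250uM a-KG and 2mM L-alanine, 30 min at room temperature, in HEPES pH 7.5 buffer. Pyruvate detected by pyruvate oxidase/HRP/Amplex Red fluorescence after 30 min in the dark; AOA (50uM) as positive control.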
3T3 cytotox: kills NIH 3T3 cells. Potency, µM (series often up to 96.7 µM), without a hit: top-dose activity change, negative = cytotoxicity, most hits filed as inhibitors. actives 4.3% (n = 94,000). NIH 3T3 viability, CellTiter-Glo ATP luminescence, 48-72 h; also: potency is read from the fitted curve at half-maximal effect; nearly all actives have a fitted effect of over 55% in size
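First NIH 3T3 cells are plated at 400 cells/well; next compound is pinned in; then plates incubate 48 or 72 hr at 37 °C; finally CellTiter-Glo is added and luminescence read after 10 min.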
IP6K1 inh: inhibitors of human IP6K1; Q92551; IP6K1 kinase, ADP-Glo luminescence, 2 h; hits give low values; activity change, % (series mostly up to about 58 µM); actives 0.81% (n = 140,000); in the data active = activity change below about -25%
Target sequence (Q92551 whole entry, looked up): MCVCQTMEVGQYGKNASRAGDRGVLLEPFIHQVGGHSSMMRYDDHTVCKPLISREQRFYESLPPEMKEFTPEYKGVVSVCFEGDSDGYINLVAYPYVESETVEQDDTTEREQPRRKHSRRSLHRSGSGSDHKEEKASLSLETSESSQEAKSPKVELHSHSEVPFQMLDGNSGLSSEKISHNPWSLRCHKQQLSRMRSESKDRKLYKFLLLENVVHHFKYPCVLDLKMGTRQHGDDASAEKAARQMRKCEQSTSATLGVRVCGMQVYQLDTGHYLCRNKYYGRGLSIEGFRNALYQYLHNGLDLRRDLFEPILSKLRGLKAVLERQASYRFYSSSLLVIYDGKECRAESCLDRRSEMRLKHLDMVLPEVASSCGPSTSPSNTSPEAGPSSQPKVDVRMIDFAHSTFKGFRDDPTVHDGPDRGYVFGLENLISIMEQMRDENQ
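ADP-Glo luminescence measures ADP made by human IP6K1 during a 2 h RT reaction with ATP/IP6 (mix at 1.3 mM/130 uM); top library doses 57.5 and 19.1 uM final.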
SNCA expr inhib: SNCA gene expression inhibition. HEK-293 SNCA-luciferase knock-in, luminescence, 24 h. Potency, µM (series often up to 57.2 µM), for inactives: at the highest dose activity change, negative = inhibition, most hits filed as inhibitors. actives 0.17% (n = 140,000). AID 1671194;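 also: potency is read from the fitted curve at half-maximal effect; plate controls were DMSO cells for no effect and cell-free wells for full effect; nearly all actives have a fitted effect of over 45% in size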
HEK293 viab: reduces viability of HEK-293 SNCA reporter cells. HEK-293-SNCA-luc viability, GF-AFC fluorescence, 24 h. Potency, µM (doses to about 57.1 µM), without a hit: top-dose activity change, negative = cytotoxicity, hits mostly cytotoxic. actives 0.12% (n = 150,000);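 also: potency is read from the fitted curve at half-maximal effect; 0% = DMSO-treated cells and -100% = medium-only wells without cells; nearly all actives have a fitted effect of over 30% in size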
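HEK-293-SNCA-luc cells (1500/well) plated 24 h, then exposed 24 h to a dilution series; GF-AFC added 30 min at 37C, fluorescence 405/540 nm; normalised to medium-only and DMSO wells, Hill fit.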
HEK cytotox: HEK 293 cell cytotoxicity. HEK 293 viability, ATP luminescence (CellTiter-Glo), 48-72 h. Potency, µM (top dose mostly 115 µM), without a hit: at the highest dose activity change, negative = cytotoxicity, actives largely listed as inhibitors. actives 6.6% (n = 94,000). AID 1345083; also: potency is read from the fitted curve at half-maximal effect; nearly all actives have a fitted effect of over 60% in size
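Cells seeded first (HEK 293, 250 cells/well), then compound added by pintool. Incubation ran 48 or 72 hr at 37 degree Celsius. CellTiter-Glo was added and luminescence imaged after 10 min at room temperature.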
FLuc inh: blocks purified firefly luciferase enzyme activity | P08659 | purified P. pyralis luciferase, luminescence, biochemical | Potency, µM (series often up to 115 µM), for the others: top-dose activity change, negative = inhibition, most hits filed as inhibitors | actives 2.5% (n = 76,000); also: potency is read from the fitted curve at half-maximal effect; nearly all actives have a fitted effect of over 65% in size
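Luminescence read by CCD imager after adding enzyme (10nM final) to wells holding compound, titrated in qHTS. Substrates 10uM each D-luciferin and ATP; buffer 50mM Tris acetate pH 7.5, 10mM Mg acetate, Tween-20, BSA.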
Numbers without * were called inactive; i = inactive; ? = inconclusive; . = no result given; [ ] = dose if it differs, or a comment. Unless noted, calls follow the shape of the dose curve; as a rule, active = well fitted curve in the direction sought with a large enough effect; inconclusive = small, poorly fitted or top-dose-only effect, or another doubt; inactive = no such curve, though single readings can be large; an effect the other way counts as inactive or inconclusive. Unless noted, % is scaled to controls: 0 for no effect and ±100 for the full control effect.

entry	mol	GPT2 inhibitor	3T3 cytotox	IP6K1 inh	SNCA expr inhib
1	O=c1cc(N2CCOCC2)oc2c(NCc3cnccn3)nccc12	i	100µM*	-22	2%[87.6 µM]
2	NC(=O)NCC(=O)N1CCCC(Nc2ccc3c(c2)OCCO3)C1 (configuration not stated)	i	-17%	11	21%
3	COc1ccc(-n2nc(C(=O)NCc3ccc(F)cc3Cl)c3c4ccccc4n(C)c3c2=O)cc1Cl	.	.	-11	-15%
4	COc1ccc(Cn2c(=O)c(-c3noc(C)n3)c3n(c2=O)CCCC3)cc1F	-12%	1%	15	2%
5	CCCCCC(=O)N1[C@@H](c2ccco2)[C@@H](C(=O)NC)C[C@]12CCCCN(CCOC)C2=O	.	?	-4	.
6	COc1ccc(CNC(=O)c2nc(Cn3nc(C)c(Br)c3C)no2)cc1OC	.	.	6	6%
7	CCOC(=O)c1ccc(NC(=O)C2CC(=O)N(c3ccc(C(C)C)cc3)C2)cc1 (configuration not stated)	.	.	1	-12%
8	CC1=NS(=O)(=O)N(C)C=C1C(=O)OCc1nc(-c2cccc(F)c2)no1	i	-24%	-6	3%

entry	HEK293 viab	HEK cytotox	FLuc inh
1	-2%[87.6 µM]	-3%[172 µM]	-3%[172 µM]
2	-4%	-11%	-10%
3	3%	.	.
4	-1%	-6%	8%
5	.	-19%	.
6	-4%	.	.
7	-11%	.	.
8	5%	?	-21%

Going on with the list:
entry	mol	GPT2 inhibitor	3T3 cytotox	IP6K1 inh	SNCA expr inhib
9	COc1cccc(Cn2nnc3c(=O)[nH]c(C4CCCN(C(=O)c5ccc(C)cc5)C4)nc32)c1 (configuration not stated)	.	.	4	39%[activator]
10	CC(C)C(=O)Nc1cc(-c2ccncc2)nn1C	-3%[88.5 µM]	-1%[138 µM]	-7	20%[87.6 µM]
11	Cc1ccsc1CN1CCC2(CC1)Cc1ccccc1CNC2=O	-22%	-14%	27	13%
12	C=CCNC(=O)N[C@H]1CCN(C(=O)CSC)[C@@H]1C(=O)N[C@H](Cc1ccccc1)C(N)=O	-3%	-1%	8	4%
13	CC(C)c1ccc(CC(=O)N2CCCc3ncc(C(=O)Nc4cccc(Cl)c4)cc32)cc1	3%	?	7	?
14	C[C@@]12CO[C@H](c3ccccc3)C[C@@H]1C[C@H](N1CCN(Cc3ccnc4ccccc34)CC1)C2	.	?	0	.
15	O=C(Nc1ccc(Cl)cc1Cl)c1cn2c(n1)CN([S+](=O)([O-])c1cccc(C(F)(F)F)c1)CC2	?	-6%	13	-7%
16	CCN(CC)Cc1cnc2c(C(=O)N3CC[C@H]4CC[C@@H](C3)N4)cnn2c1	-23%	-11%	8	-38%

entry	HEK293 viab	HEK cytotox	FLuc inh
9	-23%	.	.
10	10%[87.6 µM]	-4%[172 µM]	.
11	-2%	-27%	.
12	-4%	-14%	4%
13	?	25µM*	11%
14	.	?	.
15	-15%	-9%	.
16	-12%	-18%	-1%

Further records.
entry	mol	GPT2 inhibitor	3T3 cytotox	IP6K1 inh	SNCA expr inhib
17	COc1ccccc1CCNC(=O)C(=O)NCC(c1ccco1)S(=O)(=O)c1ccccc1 (configuration not stated)	.	.	11	-2%
18	CC(=O)N(C)c1ccc(NC(=O)CN(C)Cc2cccc3ncccc23)cc1	-24%	0%	-10	14%
19	COc1ccc(C2Cn3nnc(-c4noc(CCc5cccc(OC)c5)n4)c3CO2)cc1 (configuration not stated)	0%	3%	10	-1%
20	COCc1noc(Cn2ncc(N(C)CCc3ccccc3)cc2=O)n1	-8%[11.5 µM]	-13%	57	3%
21	COc1ccc(Cl)cc1NC(=O)Cn1ncc2c3ccccc3n(C)c2c1=O	.	.	-4	-9%
22	Cc1ccc(CNC(=O)CN2C(=O)COc3ccccc32)cc1	.	.	-1	20%
23	Cc1ccc(C(=O)N2CCC(CCC(=O)NC3CC3)CC2)cc1	i	i	18	?
24	Cc1ccc([S+](=O)([O-])NCCNC(=O)c2cccc(-c3ncccc3C#N)c2)cc1	2%	-26%	-4	-29%

entry	HEK293 viab	HEK cytotox	FLuc inh
17	9%	.	.
18	3%	-6%	-7%
19	-4%	0%	1%
20	19%	-27%	-5%
21	1%	.	.
22	9%	.	.
23	-3%	1%	2%
24	5%	-27%	.

(further entries)
entry	mol	GPT2 inhibitor	3T3 cytotox	IP6K1 inh	SNCA expr inhib
25	COc1ccc(C(=O)N2CCCC(Cn3c(C)nc4cccnc43)C2)c(OC)c1 (configuration not stated)	i	i	0	-17%
26	CN(Cc1ccccc1)C(=O)CN1C(=O)COc2ccc(C(=O)COc3ccc(F)cc3)cc21	1%	?	0	-8%
27	CC(C)CN(CCCNC(=O)CN1C(=O)CSc2ccc(S(=O)(=O)N3CCOCC3)cc21)CC(C)C	.	.	7	35%[activator]
28	O=C1CC2(CCN(C(=O)C3CCCN(C(=O)NC4CCCC4)C3)CC2)Oc2ccccc2N1 (configuration not stated)	i	-31%	4	-11%
29	COc1cc(C(=O)NC2CCN(c3cc(-c4ccccc4)[nH]n3)C2)cc(OC)c1OC (configuration not stated)	?	-13%	15	-28%
30	COC[C@@H]1CN(C(=O)c2cc3ccccc3[nH]2)C[C@H]1c1ccccn1	1%	-9%	7	138%[activator]
31	O=C(NC1CCCc2c1[nH]c1ccc(F)cc21)c1n[nH]c2c1CCCC2 (configuration not stated)	1%	?	-7	9%
32	CC[C@H]1CN(S(=O)(=O)c2c(C)noc2C)CC[C@H]1CC(=O)N(C)CC#N	i	?	-9	-21%[87.6 µM]

entry	HEK293 viab	HEK cytotox	FLuc inh
25	2%	13%	1%
26	-28%	20µM*	0%
27	3%	.	.
28	-1%	?	.
29	1%	?	-7%
30	4%	?	-24%
31	-9%	?	-9%
32	3%[87.6 µM]	?	-7%[172 µM]

Already shown: 4 of the compounds above.
entry	mol	GPT2 inhibitor	3T3 cytotox	IP6K1 inh	SNCA expr inhib
25	COc1ccc(C(=O)N2CCCC(Cn3c(C)nc4cccnc43)C2)c(OC)c1 (configuration not stated)	i	i	0	-17%
26	CN(Cc1ccccc1)C(=O)CN1C(=O)COc2ccc(C(=O)COc3ccc(F)cc3)cc21	1%	?	0	-8%
27	CC(C)CN(CCCNC(=O)CN1C(=O)CSc2ccc(S(=O)(=O)N3CCOCC3)cc21)CC(C)C	.	.	7	35%[activator]
28	O=C1CC2(CCN(C(=O)C3CCCN(C(=O)NC4CCCC4)C3)CC2)Oc2ccccc2N1 (configuration not stated)	i	-31%	4	-11%

entry	HEK293 viab	HEK cytotox	FLuc inh
25	2%	13%	1%
26	-28%	20µM*	0%
27	3%	.	.
28	-1%	?	.

The list goes on.
entry	mol	GPT2 inhibitor	3T3 cytotox	IP6K1 inh	SNCA expr inhib
33	Nc1nc(N2CCC3(CC2)NC(=O)CC3C(=O)O)c2[nH]cnc2n1 (configuration not stated)	3%	-3%	14	-7%
34	CCCOc1ccc(-c2nonc2NC(=O)c2oc3ccc(Cl)cc3c2C)cc1OCCC	.	.	-5	-17%
35	COc1cccc(N2CC(C(=O)NCc3ccc(F)cc3)NC2=O)c1 (configuration not stated)	-5%[88.5 µM]	-39%[138 µM]	11	3%[87.6 µM]
36	CN(C)CCOc1ccccc1-c1ccc(C#N)cc1	-3%	-29%	8	1%
37	COc1ccc(-c2noc(-c3cccn3CC(=O)N3CCOc4ccc(C)cc43)n2)cc1F	i	-27%	-1	-15%
38	CC1(C)[C@H](Cc2cc(CO)on2)C[C@@H]1NS(=O)(=O)c1ccccc1	-3%[88.5 µM]	-27%[174 µM]	5	3%[87.6 µM]
39	O=C(c1ccccc1)N1CCC2(CC1)CC(N(Cc1ccc(F)cc1)C1CC1)CCO2 (configuration not stated)	-10%	?	-2	-8%
40	Cc1ccccc1NC1CCn2c(nc(C)c2C(=O)Nc2ccccc2)C1 (configuration not stated)	-7%[88.5 µM]	?	12	4%[87.6 µM]

entry	HEK293 viab	HEK cytotox	FLuc inh
33	0%	i	-6%
34	0%	.	.
35	10%[87.6 µM]	?	-1%[172 µM]
36	9%	-18%	-3%
37	-21%	?	0%
38	0%[87.6 µM]	?	-16%[172 µM]
39	-8%	45µM*	8%
40	-28%[87.6 µM]	?	-1%[172 µM]

Going on with the list.
entry	mol	GPT2 inhibitor	3T3 cytotox	IP6K1 inh	SNCA expr inhib
41	CCOc1ccc(CN2CCN(c3ncnc4sc5c(c34)CC(C)CC5)CC2)cc1 (configuration not stated)	.	.	-9	-8%
42	CC(=O)N1CCC(N2CCOC[C@H]2c2ncc(-c3ccncc3)[nH]2)CC1	i	i	3	-2%[87.6 µM]
43	Fc1ccc(OCc2nc(C3CCNCC3)no2)cc1	-12%	i	-6	4%
44	CN(C(=O)c1ccc2c(c1)N(Cc1ccccc1F)C(=O)c1ccccc1S2(=O)=O)C1CCCCC1	.	.	43	-26%
45	CCCN(C(=O)Cn1c(=O)oc2cc(Cl)ccc21)c1ccc(C(C)C)cc1	.	.	14	?
46	Cc1ccc2nc(C)c(C)c(C(=O)NCc3nc(-c4ncccn4)no3)c2c1	2%	-22%	-1	11%
47	CCN(Cc1noc(C)n1)C(=O)c1coc(COc2ccc3c(c2)OCO3)n1	?	-23%	-3	-9%
48	CCOc1ccc2c(c1)c(=O)c(S(=O)(=O)c1ccc(C)cc1)cn2Cc1ccccc1Cl	.	.	-2	-11%

entry	HEK293 viab	HEK cytotox	FLuc inh
41	-4%	.	.
42	1%[87.6 µM]	-29%[172 µM]	-3%[172 µM]
43	-3%	1%	-1%
44	?	.	.
45	?	.	.
46	-7%	?	13%
47	-8%	-28%	1%
48	5%	.	.

Single records, as listed above. Values in the order: GPT2 inhibitor | 3T3 cytotox | IP6K1 inh | SNCA expr inhib | HEK293 viab | HEK cytotox | FLuc inh
`Cc1ccc2nc(C)c(C)c(C(=O)NCc3nc(-c4ncccn4)no3)c2c1` across the screens: 2% | -22% | -1 | 11% | -7% | ? | 13%
`Fc1ccc(OCc2nc(C3CCNCC3)no2)cc1` across the screens: -12% | i | -6 | 4% | -3% | 1% | -1%
